Bioassay records as filed in PubChem.
Tn7 DDE FP: inhibitors of Tn7 peptide binding to fibrin DD(E), primary screen, biochemical, fluorescence polarization, human fibrin, Tn7 probe; Fibrinogen beta chain (Homo sapiens), P02675; FP displacement of FITC-Tn7 peptide from fibrin DD(E); 0% = median of compound wells per plate; inhibition, % at 8.3 µM; actives 0.13% (n = 370,000);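 active = inhibition above the mean of compounds falling within the control limits plus 3 SD of them, cut at about 14% in these data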;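 note: 0% = plate median of compound wells and 100% = 10 µM Aha-Tn7 peptide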
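Assay system: human fibrin DD(E) protein / Input: 2 µM fibrin DD(E) / Benchmarks: high control of 10 µM Aha-Tn7 peptide / Measured by: fluorescence polarization of the labelled Tn7 tracer / Medium: Tris buffer with calcium and detergent, pH 7.8 / Timing: 10 min compound pre-incubation, 3 h probe incubation at room temperature / Repeats: one replicate per compound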
LEDGF integ inh: blockers of LEDGF/p75-dependent integrase strand transfer – biochemical, TR-FRET, high throughput, primary screen; TR-FRET IN-LEDGF/p75 DNA integration, Eu/Cy5; inhibition, % at 3.7 µM; HIV-1 integrase (with human LEDGF/p75); actives 0.64% (n = 370,000); AID 743269, 2014;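 active = inhibition above the screen-wide mean plus 3 SD, cut at about 13% in these data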;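 note: signal is the Cy5 over europium emission ratio at 671 and 618 nm; 0% = plate median of compound wells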
TCR-CD3 inh: inhibitors of human TCR-CD3 interaction, primary screen, biochemical, fluorescence, TAMRA-labeled TCR probe; T-cell receptor (TCR); inhibition, % at 9.4 µM; actives 0.37% (n = 360,000); AID 651800, 2012; in the data active = inhibition above about 19%;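 note: recombinant mutant TCR 2C K166C tagged with TAMRA read by polarization; 0% = receptor in buffer alone and 100% = receptor with positive control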
PRMT1 inh: PRMT1 methyltransferase inhibitors, primary screen, biochemical, fluorescence polarization; recombinant PRMT1, activity-based probe fluorescence polarization; inhibition, % at 2.79 µM; actives 1.3% (n = 370,000); AID 652257, 2013;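 active = inhibition above about 21% made by adding two undisclosed values, limit read from the data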
TDP2 inh: human TDP2 enzyme inhibitors, primary screen, biochemical, epi absorbance, recombinant enzyme; Tyrosyl-DNA phosphodiesterase 2 (Homo sapiens), O95551; T5PNP hydrolysis, p-nitrophenol absorbance 415 nm; inhibition, % at 12.8 µM; actives 0.34% (n = 370,000); AID 720702, 2013;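 active = inhibition above the mean of all tested compounds plus 3 SD, set per campaign, cut at about 25% in these data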;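 note: 0% = DMSO with enzyme and 100% = buffer with substrate but no TDP2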
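Evaluation: % inhibition relative to enzyme-containing and enzyme-free wells. Material: recombinant human TDP2. Benchmarks: enzyme-free and DMSO wells. Timing: enzyme reaction with compound for 2 h at 37 °C. Compound dosing: 12.8 µM only. Measured by: p-Nitrophenol epi absorbance. Reagent: T5PNP substrate at 5 mM, a TopII-DNA adduct mimic. Replication: single well per compound.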
SIAE inh: human SIAE inhibitors, primary screen, biochemical, fluorescence polarization, FP-Rh probe, 1536-well HTS; Sialate O-acetylesterase (Homo sapiens), Q9HAT2; SIAE FP-Rh probe binding; inhibition, % at 9.66 µM; actives 0.69% (n = 370,000); AID 1053197, 2014;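 active = inhibition above a cutoff: mean of compounds within the control limits plus 3 SD of those, cut at about 17% in these data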;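 note: 0% = plate median of compound wells and 100% = probe without SIAE protein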
HTRA1 inhibitor: HTRA1 serine protease inhibitors, primary screen, biochemical, fluorescence polarization, HTS; Q92743; recombinant HTRA1, FP-rhodamine activity-based probe; inhibition, % at 5.96 µM; actives 0.5% (n = 340,000); in the data active = inhibition above about 36%;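 note: 0% = enzyme with DMSO and 100% = wells lacking enzyme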
Target sequence (Q92743 whole entry, looked up): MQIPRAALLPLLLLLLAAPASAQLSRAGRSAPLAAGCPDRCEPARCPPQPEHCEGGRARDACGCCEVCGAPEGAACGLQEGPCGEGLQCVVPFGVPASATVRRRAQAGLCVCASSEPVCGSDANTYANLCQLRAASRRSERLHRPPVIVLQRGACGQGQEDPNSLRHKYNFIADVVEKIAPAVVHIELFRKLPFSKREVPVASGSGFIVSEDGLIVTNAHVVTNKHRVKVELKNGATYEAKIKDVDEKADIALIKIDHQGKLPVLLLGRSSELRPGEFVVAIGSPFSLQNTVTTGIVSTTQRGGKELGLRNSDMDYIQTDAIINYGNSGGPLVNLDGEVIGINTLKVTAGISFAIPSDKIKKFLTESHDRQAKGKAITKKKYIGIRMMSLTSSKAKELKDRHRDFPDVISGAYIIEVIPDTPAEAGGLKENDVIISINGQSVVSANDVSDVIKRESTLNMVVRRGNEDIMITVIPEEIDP
UHRF1 binding: UHRF1 methylated DNA binding inhibitors, primary screen, counter-screen for MBD2 inhibitor project, biochemical, TR-FRET, human UHRF1, single concentration; E3 ubiquitin-protein ligase UHRF1 (Homo sapiens), Q96T88; UHRF1 binding to methylated oligo; inhibition, % at 4.4 µM; actives 0.75% (n = 370,000); AID 687016, 2013; in the data active = inhibition above about 21%;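 note: UHRF1 SRA domain binding a hemimethylated CpG hairpin DNA probe; 0% = median of test compound wells and 100% = reference inhibitor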
PG9 binder: binders of HIV-1 gp120 antibody PG9, primary screen, biochemical, TR-FRET; HIV-1 gp120 / PG9 antibody interaction; TR-FRET gp120-PG9 antibody binding; inhibition, % at 6.7 µM; actives 0.43% (n = 360,000); in the data active = inhibition above about 8.5%
ABHD4 inh: ABHD4 inhibitors, primary screen, biochemical, fluorescence polarization, mouse | inhibition, % at 8.92 µM | (Lyso)-N-acylphosphatidylethanolamine lipase (Mus musculus), Q8VD66 | actives 0.54% (n = 370,000) | AID 720543, 2013 | purified mABHD4, FP-Rh probe fluorescence polarization;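 active = inhibition exceeding the mean over every tested compound plus 3 SD, cut at about 30% in these data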;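 note: 0% = plate median of compound wells and 100% = S159A mutant with DMSO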
Target sequence (Q8VD66 whole entry, looked up): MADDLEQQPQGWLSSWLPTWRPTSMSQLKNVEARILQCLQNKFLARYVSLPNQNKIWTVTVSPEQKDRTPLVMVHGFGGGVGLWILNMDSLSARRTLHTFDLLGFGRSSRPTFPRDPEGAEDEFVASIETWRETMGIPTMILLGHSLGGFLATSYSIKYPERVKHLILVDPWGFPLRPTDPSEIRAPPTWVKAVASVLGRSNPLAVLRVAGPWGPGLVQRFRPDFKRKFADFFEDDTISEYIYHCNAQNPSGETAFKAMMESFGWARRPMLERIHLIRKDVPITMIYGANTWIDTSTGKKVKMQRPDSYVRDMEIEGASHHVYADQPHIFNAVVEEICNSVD
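Assay system: mouse ABHD4 enzyme, wild type / Also added: fluorescent activity-based probe FP-Rh / Doses: single nominal dose of 8.92 µM, 0.89% DMSO final / Timing: 45 min compound pre-incubation plus 60 min probe step, 25 °C / Signal: FP readout, ex 525 nm / em 598 nm / Control set: S159A mutant/DMSO as 100%, compound-well median as 0%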
Starred values were filed as active, the others as inactive; / = not tested or not shown. The order is random; any-hit rate near 4.2%.

nr	structure	Tn7 DDE FP	LEDGF integ inh	TCR-CD3 inh	PRMT1 inh	TDP2 inh	SIAE inh	HTRA1 inhibitor	UHRF1 binding	PG9 binder	ABHD4 inh
1	CC1CC(C)(C)NC2(CCCC2)N1 (stereo not given)	2.9	4.7	-1.3	5.0	2.5	2.7	4.2	3.1	-2.2	-2.5
2	Cc1cc(C)cc(NC(=S)NCC2CCN(C(C)c3ccccc3)C2)c1 (stereo not given)	3.8	-0.4	6.9	-3.3	-6.9	-1.0	-12.3	-0.5	-0.5	-0.1
3	NCCCC[C@H]1CNC(=O)C(=O)N1CCC12CC3CC(CC(C3)C1)C2	-0.3	0.8	3.0	-0.4	9.9	-2.1	1.3	-3.5	-0.4	6.4
4	Cc1ccc(S(=O)(=O)N2CC(=O)Nc3ccccc32)cc1	-2.1	-2.1	3.6	-3.0	0.2	5.8	-8.9	-1.9	-1.8	-4.0
5	Cc1cc(C)cc(N2C(=O)CC(c3ccccc3)CC2=O)c1	4.1	-2.5	-5.5	2.4	-10.2	3.3	0.9	-0.9	0.2	0.4
6	CC(C)CC1OC(C)CC2=C1C(=O)OC(C)(C)O2 (stereo not given)	-3.5	0.0	-1.2	-2.2	5.7	-3.9	/	8.2	-0.8	-1.4
7	Nc1ccc2nc(SCC(=O)N3CCN(c4ccccc4)CC3)sc2c1	-0.6	0.2	0.4	1.1	1.6	-1.0	9.3	-2.5	0.8	-0.9
8	CCOC(=O)c1ccc(-c2ccc(/C=N/NC(=O)CN(c3ccccc3Br)S(C)(=O)=O)o2)cc1	-0.3	-4.5	-1.8	-0.2	3.8	-31.5	-4.8	4.5	-2.2	0.1
9	CCOc1[nH]n(-c2ccc(Cl)cc2)c(=O)c1C=Nc1ccc(O)cc1	-0.5	0.2	28.0*	10.2	4.2	10.6	19.4	-3.5	-1.1	37.3*
10	COC(=O)Cc1ccc(OCC(=O)Nc2ccc(OC(F)(F)F)cc2)cc1	-6.2	2.1	0.4	-0.9	-8.6	0.6	-6.1	2.0	-0.1	-5.1
11	O=c1ccc(-c2n[nH]c(=S)n2-c2ccc(F)c(Cl)c2)n[nH]1	4.2	-2.6	-5.2	5.3	3.8	15.7	1.7	2.0	1.2	-4.7
12	COCCNC(=O)/C(C#N)=C/c1cccc(/C=C(\C#N)C(=O)NCCOC)c1	0.9	-1.9	0.6	0.8	5.4	1.7	1.0	-0.8	-1.7	-2.7
13	O=C(NC1CCCCC1)C1c2ccccc2OCC(=O)N1Cc1cccnc1 (stereo not given)	9.7	1.4	4.2	0.7	-2.4	1.8	/	-1.9	0.7	-1.3
14	O=C(O)c1ccc(Cl)c(S(=O)(=O)Nc2ccc(OCc3ccccc3)cc2)c1	-3.6	-5.5	-1.6	5.0	7.0	3.9	-31.4	5.9	-0.3	-4.6
15	O=S(=O)(c1ccccc1)N1CCN=C1SCc1ccccc1	8.3	0.6	1.2	-0.7	-1.7	9.1	-1.4	-0.8	-1.8	0.9
16	O=C(COc1ccccc1F)Nc1ccc(S(=O)(=O)N2CCCC2)cc1	5.9	0.7	3.2	-0.9	10.4	-4.2	-3.5	-1.7	-0.6	-2.6
17	Cc1cnc(NS(=O)(=O)c2ccccc2)c(C)n1	2.9	1.1	-3.1	-2.6	15.6	6.0	-4.0	-1.9	0.8	-7.5
18	COc1cc(/C=N/NC(=S)Nc2cccc(C(=O)O)c2)ccc1O	-5.4	1.3	1.5	3.7	6.2	0.1	10.0	1.6	-5.5	0.8
19	O=C(O)CCCC(=O)Nc1ccc(S(=O)(=O)Nc2nccs2)cc1	-1.3	-0.8	-2.5	-0.8	5.5	1.8	7.1	3.4	-0.8	-2.9
20	O=C(CNS(=O)(=O)c1ccc(Br)s1)N1CCCC1	2.2	0.4	-0.6	-0.6	-1.1	-0.3	-0.1	-0.8	-1.5	-2.6
21	C=CCn1c(SCC(=O)N(CCOC)c2c(N)n(CCCC)c(=O)[nH]c2=O)nnc1-c1ccc(Cl)cc1	-4.8	-9.5	-7.5	4.8	-9.1	0.2	2.4	4.2	-1.1	1.1
22	Cc1ccc(C)c(C(O)c2ncc(-c3ccc(F)cc3)[nH]2)c1 (stereo not given)	1.0	3.6	-1.3	0.0	2.0	-5.1	/	0.5	-1.3	-8.8
23	CCOc1ccc(N=Cc2ccccc2O)cc1	3.8	-2.6	3.3	3.7	-0.4	10.4	2.2	-0.7	-0.2	-2.3
24	O=C(c1ccc2c(=O)n(Cc3ccco3)c(=S)[nH]c2c1)N1CCN(Cc2ccccc2)CC1	-0.3	6.5	0.6	-0.3	-2.1	-7.1	-9.5	0.2	-1.7	-0.2
25	O=C(c1ccc(S(=O)(=O)Nc2ccccc2Cl)cc1)N1CCOCC1	2.2	-1.1	-7.9	1.5	0.6	2.0	3.1	-0.1	1.5	5.6
26	Cc1ccc(OCCN2CCC2(C)C(=O)NCc2cccc3ccccc23)cc1 (stereo not given)	-4.2	-6.4	-6.6	4.3	-24.2	-4.7	/	2.0	-0.8	-20.3
27	CC1C(Br)C(=O)NC(=O)N1Cc1ccccc1 (stereo not given)	0.2	-5.8	-5.1	2.5	-6.4	2.2	1.1	2.2	0.7	0.1
28	COc1ccc(OC)c(C2CC(=O)N3CN(c4ccc(C)c(Cl)c4)CSC3=C2C#N)c1 (stereo not given)	11.5	-1.2	-5.0	9.7	-4.0	4.2	-11.6	-0.8	1.0	6.9
29	O=C(NCc1nc2ccccc2[nH]1)C1=C[C@H](c2ccc(C(F)(F)F)cc2)C[C@H](OCCCCO)O1	5.7	-0.7	-2.7	0.8	6.8	-7.6	-32.0	-1.1	1.5	-3.3
30	COc1ccc(CN2C(=O)c3ccccc3C2=O)cc1	-5.2	-1.7	1.7	-4.9	-12.2	1.6	2.8	-1.0	-2.0	-1.6
31	C=CCc1cc(C=O)cc(OC)c1OCc1ccc(C(=O)O)cc1	-0.4	-0.6	-2.0	-0.2	-0.7	-0.8	-0.4	0.7	2.1	1.8
32	Cc1nn(CC(=O)N2CCN(Cc3ccccc3)CC2)c(=O)c2ccccc12	-5.7	-0.7	3.7	-1.2	1.6	-1.6	4.2	-0.1	-1.6	3.0

Quoted from the entries so far, 2 compounds:
nr	structure	Tn7 DDE FP	LEDGF integ inh	TCR-CD3 inh	PRMT1 inh	TDP2 inh	SIAE inh	HTRA1 inhibitor	UHRF1 binding	PG9 binder	ABHD4 inh
25	O=C(c1ccc(S(=O)(=O)Nc2ccccc2Cl)cc1)N1CCOCC1	2.2	-1.1	-7.9	1.5	0.6	2.0	3.1	-0.1	1.5	5.6
26	Cc1ccc(OCCN2CCC2(C)C(=O)NCc2cccc3ccccc23)cc1 (stereo not given)	-4.2	-6.4	-6.6	4.3	-24.2	-4.7	/	2.0	-0.8	-20.3

New compounds follow:
nr	structure	Tn7 DDE FP	LEDGF integ inh	TCR-CD3 inh	PRMT1 inh	TDP2 inh	SIAE inh	HTRA1 inhibitor	UHRF1 binding	PG9 binder	ABHD4 inh
33	O=C(NCCCN1CCOCC1)C(=O)NCc1ccco1	3.6	-0.8	1.1	-4.6	-9.8	-0.2	4.2	13.4	-2.5	0.8
34	NC(=O)c1ccc(NC(=O)CCN=C2NS(=O)(=O)c3ccccc32)cc1	2.7	-0.9	3.5	0.1	6.8	-2.0	8.2	-0.9	-3.0	1.0
35	Cc1c(Cl)cccc1NC(=O)NCc1ccccn1	-4.4	-1.2	12.4	2.0	0.1	3.0	-6.6	0.9	1.8	1.2
36	CCc1cc(C(=O)N2CCCc3ccccc32)sc1C	2.1	0.7	0.5	3.0	-6.0	1.6	-9.8	-0.8	3.4	4.8
37	O=C(O)c1ccccc1C(=O)OCC1CCC(=NO)CC1 (stereo not given)	0.9	0.0	8.7	-3.9	-9.4	-0.7	0.7	0.7	-2.0	0.1
38	COc1ccc(Cl)cc1NC(=O)CSc1nc(NS(=O)(=O)c2ccc(C)cc2)cc(=O)[nH]1	4.3	0.3	-5.0	-1.7	17.4	-5.1	-1.5	-0.3	0.8	-3.9
39	O=C(CSC1=NS(=O)(=O)c2cc(F)ccc2N1)NCc1ccccc1Cl	2.5	0.3	6.4	-1.1	9.8	12.4	-1.1	0.5	1.6	2.3
40	CC(C)[C@H](NC(=O)c1ccccc1Cl)C(=O)OCC(=O)N1CCCCC1	2.8	0.1	-6.9	1.1	-5.4	-0.4	4.3	1.4	-0.3	3.1
41	COc1ccc(/C=C2\N=C(C)N(c3ccc(C(=O)O)cc3)C2=O)cc1OC	2.4	-2.7	1.5	-3.1	-1.5	7.2	0.1	-0.7	-2.4	-0.8
42	CCOC(=O)c1[nH]c(C)c(C(=O)Nc2ccc(C)c(Cl)c2)c1C	-6.8	-0.5	0.6	-1.0	-2.0	-16.7	-17.7	-0.5	2.6	-1.8
43	CN1CC(=O)N/C1=N\C(=O)Nc1ccc2c(c1)N(C)C(=O)CS2	-11.9	-5.3	0.0	3.5	-12.3	-1.7	-3.3	4.3	0.9	4.5
44	COc1ccc(/C=C(\NC(=O)c2ccc(C)cc2)C(=O)Nc2ccc(C(=O)O)cc2)cc1	-1.8	-2.1	0.1	-2.0	23.0	-5.2	5.4	-0.7	-2.5	-8.1
45	CC(C)CNC(=O)COC(=O)c1ccc2c(c1)C(=O)N(Cc1ccco1)C2=O	7.7	1.1	-2.5	2.1	-0.3	0.1	-1.6	-1.1	-2.1	0.2
46	CN(C)c1ccc(P(=O)(OCc2ccccc2)C(O)c2ccc(Cl)cc2)cc1 (stereo not given)	-4.9	4.5	3.5	-3.4	-4.3	0.4	-2.0	-0.4	-2.8	6.3
47	Cc1cccc2nc(CSc3nc4[nH]ncc4c(=O)n3-c3ccccc3Cl)cc(=O)n12	4.8	-0.8	0.0	-0.8	0.4	-1.4	-4.5	-3.9	-0.7	6.5
48	Cc1ccc(C)c(-c2cc(C(=O)Nc3sc(C)c(C)c3C(N)=O)c3ccccc3n2)c1	-0.7	-3.9	-6.6	0.7	-7.3	-11.5	-75.8	2.0	0.5	-18.3
49	COc1ccc(-c2noc(CCC(=O)NCCc3ccccc3)n2)cc1	1.4	0.9	-2.6	-2.1	14.5	1.1	3.4	0.9	-1.8	3.3
